Compound activity as filed in PubChem.
KDM5B inh: blocks human KDM5B histone demethylase activity | AID 1347165 | Potency, µM (top dose mostly 57.7 µM), inactives show at the top dose activity change, negative = inhibition, actives largely listed as inhibitors | KDM5B demethylase, FDH-coupled NADH fluorescence (FDH is formaldehyde dehydrogenase) | 2.6% of 220,000 active; active = well fitted inhibition curve with a large enough effect; inconclusive = small, poorly fitted or top-dose-only effect; inactive = no such curve, though single readings can be large or run the other way; also: 0% is about no effect; nearly all actives have a fitted effect of over 70% in size
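Inhibition is measured as reduced NADH fluorescence generation from FDH coupling to formaldehyde release. Truncated KDM5BΔAP at 200 nM final acts on H3K4me3 peptide (12.5 µM in substrate mix) in pH 7.5 HEPES buffer with Tween-20, 30 min, room temperature.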
Starred values were filed as active, the others as inactive; ? = inconclusive; & = joins results of further samples; [ ] = remark or other dose. Potency is read from the fitted curve at half-maximal effect. These rows are one share of the data; the hit share may differ from the screen's.

SMILES	KDM5B inh
CCC(C)c1ccc(OCC(=O)Nc2cccc(-c3nc4ncccc4o3)c2)cc1 (centres undefined)	?
CC(C)CN1C(=O)CO[C@H](c2ccc(NC(=O)c3ccc4c(c3)OCO4)cc2)[C@H]1CO	-11.4%[86.2 µM]
COc1cc(SC)ccc1C(=O)Oc1ccc(C(C)=O)cc1	-7.9%
O=C(CNC(=O)c1cccc(Cl)c1)N/N=C/c1cccnc1	20.1%
O=C(Nc1ccc(F)cc1F)c1ccc2c(O)c(S(=O)(=O)c3ccc(Cl)cc3)c(=O)[nH]c2c1	3.0%
Cc1cc(C)cc(Oc2c(C(F)(F)F)oc3cc(O)ccc3c2=O)c1	-17.1%
COC1CCC12CCN(C(=O)c1cccn1C)CC2 (centres undefined)	-10.0%
COc1cccc(-c2noc(CC3CCN(C(=O)c4ccc(N(C)C)cc4)CC3)n2)c1	-14.8%
CCN(CC)C(=O)C[C@@H]1c2nc(NC(=O)N3CCOCC3)sc2C[C@@H]2[C@](C)(CO)[C@H](O)CC[C@]21C	-6.2%
O=C(Cn1cnc2ccccc2c1=O)OCC(=O)c1ccc2c(c1)OCO2	-1.3%
Cc1ccc(C)c(S(=O)(=O)N2CCc3ccccc32)c1	4.6%
CCC(=O)NCCC1CCN(C(=O)Nc2cc(F)ccc2F)CC1	5.5%
Cc1nn(C(C)C)c(C)c1NC(=O)c1cc2occc2n1Cc1ccccc1	0.0%
CN(c1ccc(Cl)cc1)S(=O)(=O)c1nnc(NC(=O)C(C)(C)C)s1	23.9%
CCC(=O)N1c2ccccc2CC1C(=O)NCCc1ccccc1 (centres undefined)	-10.8%
COc1ccc(-n2c(=O)c3c4c(sc3n(Cc3cc(=O)n5c(C)cccc5n3)c2=O)CCC4)c(OC)c1	?
COc1ccc(-n2nc(C(=O)NCC(=O)N3CCN(c4ccc(F)cc4)CC3)c3ccccc3c2=O)c(OC)c1	-22.9%
Cc1ccc(S(=O)(=O)Nc2nc3ccccc3nc2Nc2cccc(C(=O)O)c2)c(C)c1	9.6%
COC(=O)c1ccc(Cn2nc(-c3ccccc3)ccc2=O)cc1	1.8%
COC(CNC(=O)c1ccc(COc2cccc3c2OC(C)(C)C3)cc1)OC	13.4%
Cc1nn2c(c1-c1ccccc1OCc1ccccc1)N(C(=O)Cc1ccccc1)CCC2	?
CCc1ccc(NCc2cc3cc4c(cc3n(CC(=O)Nc3cccc(OC)c3)c2=O)OCO4)cc1	?
Cc1ccccc1N1Cc2c(NCc3cccc(Cl)c3)ncnc2N(C)CC1=O	-17.9%
CCOc1ccccc1CNC(=O)c1noc(-c2ccc3c(c2)OCO3)n1	31.6µM*
CC(C)CN(Cc1cccnc1)C1CN(C(=O)CCc2nc3ccccc3s2)C1	-14.7%
CN1[C@@H](CCC(=O)NCc2cccs2)CNC(=O)[C@@H]2[C@H]1CCN2CC1CC1	-20.6%[86.2 µM]
COc1ccc(-c2cccc(NS(=O)(=O)c3cccs3)c2)nn1	-8.6%
O=C(O)c1ccc(CN2CCOC[C@H]2c2ncc(-c3ccc(C(F)(F)F)cc3)[nH]2)cc1	-3.5%[86.2 µM]
C=CCNC(=O)COC(=O)c1cc(C)nc2ccccc12	6.1%
CCc1ncc(C(=O)N(C)C2CCN(Cc3ccccc3)C2)cn1 (centres undefined)	?
COc1ccccc1-c1ccc(NCC2CCCN(C(=O)C3CC3)C2)nn1 (centres undefined)	-26.9%
Cc1ccc(Sc2ccc(NC(=O)c3ccccc3)cc2)c(C)c1	20.1%
Clc1cccc(N2CCN(c3ncnc4c3nc3n4CCCCC3)CC2)c1	-19.2%
N#CC1=C(N)OC2=C(C(=O)CCC2)C1c1ccc(-c2ccccc2)cc1 (centres undefined)	-27.7%
CCCN(CC(=O)Nc1ccccc1C)C(=O)CCCc1c[nH]c2ccccc12	10.8%
Cc1ccc(-c2nc(C(Cl)Cl)c3ccccc3n2)cc1	-20.2%
CC(C)N1CCCC(CNC(=O)c2ccccc2C(F)(F)F)C1 (centres undefined)	6.6%
N#Cc1ccc(C(=O)Nc2ccc(=O)n3c2[C@@H]2C[C@@H](CN(C(=O)c4ccc(F)cc4)C2)C3)cc1	111.1%[activator]
O=c1oc2ccc(Br)cc2cc1-c1csc(-c2ccccc2)n1	-28.7%
O=S(=O)(NCCO)c1ccc2c(c1)Cc1cc(S(=O)(=O)NCCO)ccc1-2	-0.5%
CCCCn1c(N)c(N(CCOC)C(=O)CSc2n[nH]c(-c3ccc(OC)cc3)n2)c(=O)[nH]c1=O	10.2%
Cc1ccc(-c2c3c(=O)n(C)c(=O)n(C)c3c3c(-c4cccc(C)c4)nc4ccccc4n23)cc1	-56.2%[11.5 µM]
COCCN1C(=O)CC[C@]2(C(=O)NCc3ccc(F)c(Cl)c3)CCCC[C@@H]12	10.2%
O=C1CC(C(=O)O)C2(CCN(C(=O)c3ccc4c(c3)OCO4)CC2)N1 (centres undefined)	23.6%
COc1cc(SC)ccc1C(=O)N[C@H]1C[C@@](O)(C(=O)N[C@@H](Cc2cccs2)C(N)=O)C[C@@H](O)[C@@H]1O	-9.7%
Cc1ccccc1CNC(=O)c1ccc(-c2ccc(S(=O)(=O)N3CCCC3)cc2)cc1	4.3%
CCN1CCC(c2nc3ccc(C)cc3c(=O)[nH]2)CC1	7.6%[86.2 µM]
Cc1ccc(Cl)cc1N1CCN(CCNC(=O)Nc2ccc(Cl)cc2)CC1	-11.9%

KDM5B inh, what is marked active above
SMILES	KDM5B inh
CCOc1ccccc1CNC(=O)c1noc(-c2ccc3c(c2)OCO3)n1	31.6µM*

Remaining list, next part.
SMILES	KDM5B inh
O=C(O)c1cccc(S(=O)(=O)N2CCCC(c3nc4c(nnn4Cc4ccc(F)cc4)c(=O)[nH]3)C2)c1 (centres undefined)	-15.6%
CC(C)Oc1ccc(CNC(=O)C(C)C2CCOCC2)cc1 (centres undefined)	?
O=C(COC(=O)c1ccc(-c2nnc(-c3ccccc3)o2)cc1)c1ccc(F)cc1	15.0%
COc1cc(NC(=O)Cn2cnc3sc(C)c(S(=O)(=O)N4CCOCC4)c3c2=O)cc(OC)c1OC	6.3%
N#Cc1ccc(COC(=O)CSC(=S)N2CCOCC2)cc1	7.5%
COc1cccc2cc(C(=O)Nc3cccc(O)c3)c(=O)oc12	6.8%
CCc1nc(NC(c2ccccc2)c2ccco2)c2cnn(C)c2n1 (centres undefined)	-6.0%
O=C(Nc1ccc2nc(SCCOc3ccccc3)sc2c1)c1ccco1	?
CC(=O)Nc1ccc(OCC(=O)N2CCc3ccccc3C2)nc1	7.5%
COc1ccc(CN2CCN(Cc3ccc(Br)cc3)CC2)c(OC)c1OC	?
CCOC(=O)CCNC(=O)N1CCCC1c1noc(COc2ccc(F)cc2)n1 (centres undefined)	27.1%
Cc1oc(-c2ccccc2)nc1C(=O)Nc1ccc(F)cc1	-17.8%
OC1(CN2CCC(Oc3cccnc3)CC2)CNCCOC1 (centres undefined)	-2.5%
COc1ccccc1CNC(=O)Cn1ccc2c(Cl)cccc21	-11.5%
Cn1nc(C(=O)NCc2cccc(Cl)c2)c2c1-c1ccccc1OC2	11.8%
COc1ccc(OC)c(NC(=O)COCc2cc(-c3ccco3)on2)c1	?
COc1ncccc1CNC(=O)c1ccc2c(c1)NC(=O)CS2	6.2%
CN(Cc1ccc(N(C)C)cc1)Cc1cccn1C	-11.7%[86.2 µM]
Cc1ncc(S(C)(=O)=O)c(NCc2nnc3ccccn23)n1	-28.6%
COc1ccc(CCC(=O)N2c3ccccc3CC2c2nc(C3CC3)no2)cc1 (centres undefined)	?
CCOc1ccc(NC(=O)N2CCN(Cc3cc(=O)n4nc(-c5ccc(OC)cc5)sc4n3)CC2)cc1	-6.1%
CCN(C(=O)C1CCN(S(=O)(=O)c2c(C)noc2/C=C/c2ccc(C)cc2)CC1)c1cccc(C)c1	-9.4%
Cc1sc2ncn(/N=C/c3ccco3)c(=O)c2c1C	18.8%
COc1cccc(C(=O)N2C(C(=O)NCC(C)C)COC23CCN(C(=O)c2ccc(F)cc2)CC3)c1 (centres undefined)	-4.3%

At a glance, part of the list above:
SMILES	KDM5B inh
OC1(CN2CCC(Oc3cccnc3)CC2)CNCCOC1 (centres undefined)	-2.5%
COc1ccccc1CNC(=O)Cn1ccc2c(Cl)cccc21	-11.5%
Cn1nc(C(=O)NCc2cccc(Cl)c2)c2c1-c1ccccc1OC2	11.8%
COc1ccc(OC)c(NC(=O)COCc2cc(-c3ccco3)on2)c1	?
COc1ncccc1CNC(=O)c1ccc2c(c1)NC(=O)CS2	6.2%
CN(Cc1ccc(N(C)C)cc1)Cc1cccn1C	-11.7%[86.2 µM]
Cc1ncc(S(C)(=O)=O)c(NCc2nnc3ccccn23)n1	-28.6%

Next section
SMILES	KDM5B inh
CC(COc1cc(F)cc(C#N)c1)CN1CCC(C(O)(c2ccccc2)c2ccccc2)CC1 (centres undefined)	29.5%
CC(C)C(=O)NC(Nc1cccc2ccccc12)C(Cl)(Cl)Cl (centres undefined)	-41.2%
N#Cc1c(SCC(=O)N2CCOCC2)nc(N2CCCC2)c2c1CCCC2	18.1%
CC1CCCCC1NC(=O)c1cc(Sc2cccc(Cl)c2)nc2ccccc12 (centres undefined)	-10.1%
CCOc1cc(/C=C/C(=O)O)cc(Cl)c1OC	34.4%[activator]
CCN(CC(=O)NCc1cccs1)C(=O)c1cccc(S(=O)(=O)N(CC)c2ccccc2)c1	23.3%&8.3%
CC(C)NC(=O)N1CC2ON=C(C(=O)N3CCCC3)C2C1 (centres undefined)	-3.7%[149 µM]
COC1CCOC2(CCN(C(=O)c3cnccn3)CC2)C1 (centres undefined)	-16.1%
CC(C)CCn1c(N2CCN(Cc3c(F)cccc3Cl)CC2)nc2c1c(=O)[nH]c(=O)n2C	5.9%
O=C(NCc1cc(C(F)(F)F)ccc1F)C1CCC(=O)N(C2CC2)C1 (centres undefined)	-14.0%
CCC(C)NC(=O)CCN(CCCOC)C(=O)c1cc(C)oc1C (centres undefined)	-20.5%
COC(=O)c1cc2sccc2n1Cc1nc(-c2ccc(Cl)cc2)oc1C	-4.9%

Some of the entries above, set out differently:
SMILES | KDM5B inh
O=C(NCc1cc(C(F)(F)F)ccc1F)C1CCC(=O)N(C2CC2)C1 (centres undefined) | -14.0%
CCC(C)NC(=O)CCN(CCCOC)C(=O)c1cc(C)oc1C (centres undefined) | -20.5%

Additional entries follow.
SMILES	KDM5B inh
Cc1oc(-c2cccs2)nc1CN1CCNC(=O)C1	-27.4%
Cn1nc(C2CCN(C(=O)Cc3ccc(F)cc3)CC2)[nH]c1=O	4.5%[86.2 µM]
CCCc1cc(C(=O)OCC(=O)c2ccc3c(c2)OCCO3)sc1C	1.1%
CCn1nc(C(=O)Nc2nccs2)c2ccccc2c1=O	-9.1%
CCOc1ccc(C(C)NC(=O)c2ccc(NS(=O)(=O)c3ccc(F)cc3)cc2)cc1OCC (centres undefined)	19.7%
Cc1cc(NC(=O)c2cnc3c(-c4ccccc4)c(C)nn3c2C)ccc1Br	-28.8%
O=C(Nc1ccc(Cl)cc1)c1nc2c(o1)CCN(Cc1ccncc1)CC2	-22.2%[86.2 µM]
O=C(CC1SC(c2cc3ccccc3oc2=O)=NC1=O)Nc1ccccc1 (centres undefined)	-11.7%
COc1ccc(CCNC(=O)Cc2c(C)c3ccc(OC)c(OC)c3oc2=O)cc1	6.2%
Cc1ccc(/C=C/C(=O)c2cccs2)cc1	?
COc1ccc(CCNC(=O)c2ccc(-n3c(C)cc4c3CCCC4)cc2)cc1OC	?
O=C(NCc1ccc(F)cc1)C1(Cc2nc3ccccc3s2)CCCC1	-5.1%
Cc1cc(C)c(NC(=O)c2cccs2)c(C)c1NC(=O)c1cccs1	25.8%
O=C(NCc1cccc(F)c1)c1nc2c(o1)CCN(CC1CCCC1)CC2	?
O=C(NC1CCCC1)C1CC(c2ccc(F)cc2)=NO1 (centres undefined)	10.5%&-10.6%
COc1ccccc1CN1CCC(N2CC3CCCN3C2=O)CC1 (centres undefined)	?
Cc1cc(OCc2n[nH]c(=S)n2C)cc(C)c1Cl	-5.9%
O=C(NCCC1=CCCCC1)C1(CCO)CC12CCOCC2 (centres undefined)	-6.9%
COCC1CN(C(C)=O)CC12CCN(C(=O)NCc1cccc(OC)c1)CC2 (centres undefined)	-16.7%
COc1ccc(CNC(=O)CSc2nnc(C)n2C2CC2)cc1OC	15.0%
COC(=O)c1c(C)[nH]c(-c2csc(NC3CC3)n2)c1C	-6.9%
COc1ccc(C(=O)N2CCC3(CC2)N=C(c2cccc(Br)c2)NO3)c(OC)c1	?
Cc1nc(C)c(CC(=O)NC2CCCN(C3CCCCCC3)C2)c(=O)[nH]1 (centres undefined)	2.3%
CC(C)(C)c1ccc(OCC(O)CN2CCc3ccccc3C2)cc1 (centres undefined)	-1.4%
Cc1ccc([S+](=O)([O-])N2CCC(c3nn(Cc4ccccc4)c(=O)[nH]3)CC2)cc1	-10.4%
COc1ccccc1CNC(=O)c1cc(S(=O)(=O)N2CCCCCC2)cn1C	-14.6%
COc1ccc(CNS(=O)(=O)c2ccc(-c3ccc(=O)[nH]n3)o2)cc1	12.3%
COc1ccc(CN2CCc3nc(N(C)C)[nH]c(=O)c3CC2)c(OC)c1OC	-18.5%
COCCNc1ncnc2c1CN(c1cccnc1)C(=O)CN2C	-3.5%
COc1ccc2c(c1)cc(C(=O)Nc1ccc(C)cc1C)n2C	1.1%
COc1ccc2nc(NC(=O)c3ccc4c(c3)NC(=O)CS4)sc2c1	-10.0%
COc1cccc(-c2cnc3[nH]cc(CC(N)=O)c3c2)c1	35.5µM*
Cc1ccc(-c2nc3c(c(=O)c4ccccc4n3C)c(=O)n2-c2ccc(F)cc2)cc1	18.7%
Cc1cccc(NC(=O)CSc2c(C)cnc3c2c(=O)n(C)c(=O)n3C)c1C	16.8%
COc1ccc(-c2nnc3n2CCN(C(=O)c2ccccc2Cl)C3)cc1	-6.1%
CCN1Cc2nnn(CC3CCCCC3)c2-c2ccccc2S1(=O)=O	23.7%
